# Screening results from PubChem.
# FBW7 act: FBW7 E3 ligase activators, primary screen, biochemical, AlphaScreen, human. AlphaScreen FBW7–phospho-cyclin E peptide binding, activator screen. normalized activity (activation), % at 26.1 µM. 0.13% of 650,000 active. AID 1259310, 2017; in the data active means normalized activity above about 1.9%;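 further: purified mutant Fbw7 with reduced substrate affinity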
# Target sequence (Q969H0 whole entry, looked up): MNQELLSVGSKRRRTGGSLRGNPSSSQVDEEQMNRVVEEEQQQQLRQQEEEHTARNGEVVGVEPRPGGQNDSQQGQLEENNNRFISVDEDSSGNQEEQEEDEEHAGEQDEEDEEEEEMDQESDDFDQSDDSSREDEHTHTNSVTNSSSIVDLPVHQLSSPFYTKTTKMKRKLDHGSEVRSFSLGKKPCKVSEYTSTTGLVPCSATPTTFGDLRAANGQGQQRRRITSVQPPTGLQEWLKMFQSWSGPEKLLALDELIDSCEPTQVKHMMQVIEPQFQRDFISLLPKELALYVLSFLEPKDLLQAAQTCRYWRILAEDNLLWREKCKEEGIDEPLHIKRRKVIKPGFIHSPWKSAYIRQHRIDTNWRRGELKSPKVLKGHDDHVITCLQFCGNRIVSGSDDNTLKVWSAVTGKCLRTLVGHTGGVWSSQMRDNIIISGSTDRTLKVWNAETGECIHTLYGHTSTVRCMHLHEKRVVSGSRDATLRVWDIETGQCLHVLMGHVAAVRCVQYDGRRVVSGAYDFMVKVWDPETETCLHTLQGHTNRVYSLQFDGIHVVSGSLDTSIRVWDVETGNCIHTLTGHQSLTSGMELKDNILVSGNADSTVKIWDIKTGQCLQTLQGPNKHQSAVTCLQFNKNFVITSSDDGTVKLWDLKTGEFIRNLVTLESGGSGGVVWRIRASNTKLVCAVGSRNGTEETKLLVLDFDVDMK
# TEAD-YAP inh: TEAD-YAP interaction inhibition, primary screen, TEAD-YAP interaction inhibitor project, luminescence, HEK-TIYL cells; TEAD-Gal4/YAP UAS-luciferase luminescence; inhibition, % at 9.12 µM; 1.4% of 640,000 active; AID 1259422, 2018; in the data active means inhibition above about 32%;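 further: 0% = median of test compound wells and 100% = reference inhibitor wells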
# MITF primary: MITF inhibitors, primary screen, biochemical, AlphaScreen, human; Microphthalmia-associated transcription factor (Homo sapiens), O75030; AlphaScreen MITF homodimerization, bead proximity signal; inhibition, % at 2.6 µM; 0.91% of 650,000 active; AID 1259374, 2018; in the data active means inhibition above about 50%;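 further: 0% = vehicle wells with protein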
# GPR151 ag: activators of human GPR151, primary screen, cell-based, PathHunter beta-arrestin, luminescence. activation, % at 11.2 µM. 1% of 650,000 active. PathHunter beta-arrestin GPR151 cells; in the data active means activation above about 4.9%;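 further: 0% = median of compound wells and 100% = cells with positive control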
# * = called active by the depositor; x = no result given.
# Fields: FBW7 act	TEAD-YAP inh	MITF primary	GPR151 ag
COc1ccc(NC(=O)c2ccc(N3CC4CC(C3)c3cccc(=O)n3C4)c(NC(=O)c3ccccc3Br)c2)cc1Cl (stereo unspecified)
    -0.1	-8	5	-0.6
Cc1nc2sc(C(c3ccco3)N3CCN(C)CC3)c(O)n2n1 (stereo unspecified)
    -0.1	8	0	0.4
Cc1ccc(CNC(=O)CN(C)c2nnc(N3CCCC3=O)s2)cc1
    0.4	-1	-5	-2.5
O=C(Nc1nc2ccccc2[nH]1)c1ccc(F)cc1
    0.0	43*	7	-7.7
COc1ccc(NC(=O)CN2CCN(S(=O)(=O)c3ccc(F)cc3)CC2)cc1Cl
    0.0	19	11	1.5
CCOc1ccccc1NC(=O)c1c(NCc2ccc(C)o2)sc2c1CCCC2
    0.0	-5	8	-0.1
COCCNC(=S)Nc1ccccc1C
    0.3	10	17	0.0
Cc1nc2ccccc2c2oc(C(=O)N3CCCC3)cc12
    -0.1	-4	8	0.3
COc1nccnc1NS(=O)(=O)c1ccc(NC(=O)c2cc3ccccc3oc2=O)cc1
    -0.1	-5	-4	-1.0
CC1CCN(C(=O)c2ccc(Cl)cc2)CC1
    0.0	1	11	-0.5
CCCc1sc(N2CCCC(C(N)=O)C2)nc1-c1ccccc1 (stereo unspecified)
    0.1	-2	10	0.6
Cc1cc(C)n2c(SCC(=O)Nc3ccc4[nH]c(=O)[nH]c4c3)nnc2n1
    0.0	-2	7	-1.0
CCCC(=O)Nc1ccccc1NC(=O)c1cccc(Cl)c1
    0.0	-5	-8	0.3
O=C(Nc1ccc(N2CCCC2)cc1)C(Cl)c1ccccc1 (stereo unspecified)
    0.0	-22	19	-5.9
Cc1c(C(=O)OC2CCCC2)[nH]c2c1C(=O)CC(c1ccco1)C2 (stereo unspecified)
    0.7	55*	5	3.5
CCC(Sc1nc2ccccc2[nH]1)C(=O)Nc1sc2c(c1C#N)CCCC2 (stereo unspecified)
    -0.1	13	4	0.5
Oc1cccc(-c2ccc(Nc3ccc(N4CCOCC4)cc3)nc2)c1
    -0.1	6	-12	-0.8
CCN(CC)CCC(=O)c1ccc(C(C)C)cc1
    0.5	1	10	0.0
O=C(c1ccccc1)N1CCN(CC(O)COc2ccc(Br)cc2)CC1 (stereo unspecified)
    1.0	0	9	0.0
Cc1ccc(C)n1CCN1CCN(C(=O)CC#N)CC1
    -0.1	-13	12	-0.7
Cc1cccc(N2C(=O)c3nccnc3C2=O)c1
    -0.2	1	-1	1.3
CCn1c(NCc2cccc(OC)c2O)nc2ccccc21
    0.0	-43	-10	-1.4
CCCCCCCCC#CCC#CCC#CCCCC(=O)O
    x	x	-10	2.1
COc1ccc(CNC(=O)CCCCCn2c(SCC(=O)NCCc3ccccc3)nc3cc4c(cc3c2=O)OCO4)cc1
    0.0	19	0	-0.3
CCOc1ccc(C(=O)Nc2ccc(NC(=O)c3ccccc3)c(C)c2)cc1[N+](=O)[O-]
    -0.2	-7	8	-0.2
COC(=O)c1cc(S(=O)(=O)NC2CCCCCCC2)cn1C
    0.3	7	8	-0.1
CNC(=O)C1Cc2ccccc2N1C(=O)NCc1ccc(Cl)cc1 (stereo unspecified)
    0.1	2	11	-1.5
CS(=O)(=O)N(CC(=O)NCc1ccco1)C1CCCCC1
    0.1	-4	-1	-0.1
N#Cc1ccc(NC(=O)c2cc(F)c(F)c(F)c2F)cc1
    0.0	22	18	0.5
COc1cc(-c2[nH]ncc2CN(Cc2nccn2C)C(C)C)cc(OC)c1OC
    0.0	1	4	-0.4

# Quoted from the listing:
# Result of Cc1cccc(N2C(=O)c3nccnc3C2=O)c1 in MITF primary: -1
# Result of Cc1ccc(C)n1CCN1CCN(C(=O)CC#N)CC1 in FBW7 act: -0.1

# Other records
# Fields: FBW7 act	TEAD-YAP inh	MITF primary	GPR151 ag
CCc1ccc(NC(=O)CN(C2=NC3CS(=O)(=O)CC3S2)c2ccccc2F)cc1 (stereo unspecified)
    0.0	10	-3	-0.6
O=C(CCc1nnc(Cc2c[nH]c3ccccc23)o1)N1CCOc2ccccc2C1
    0.3	-20	-5	0.5
C=CCNC(=O)COc1ccc(S(=O)(=O)NC2CCCCC2)cc1
    0.9	15	10	0.5
O=C(O)C1CCCN1C(=O)Nc1ccc2c(c1)OCCO2 (stereo unspecified)
    -0.1	-17	0	-2.0
CCOC(=O)C1=C(O)C(C(=O)c2ccccc2)N=N1 (stereo unspecified)
    -0.1	-9	-15	-1.6
Cc1cccc(COc2ccc3c(=O)c(-c4ccccc4Cl)coc3c2)c1
    -0.2	-8	-14	3.1
CN(Cc1ccon1)C(=O)c1ccc(OC2CCN(Cc3ccccn3)CC2)cc1
    0.0	4	-6	-0.5
COc1cc(NC(=O)CCCn2c3ccccc3c(=O)c3cc(C)ccc32)cc(OC)c1
    0.5	5	-12	-1.3
COc1ccc(C(=O)Nc2ccc(-c3nc4ccccc4s3)c(O)c2)cc1
    0.0	0	16	0.5
O=c1cc(C(F)(F)F)[nH]c(=O)n1-c1cccc(C(F)(F)F)c1
    0.1	5	-1	-0.6
Cc1ccc(-n2[nH]c(C)c(C=Nc3ccc(C)c(N=Cc4c(C)[nH]n(-c5ccc(C)cc5)c4=O)c3)c2=O)cc1
    -0.1	-10	-3	0.1
O=c1[nH]c(N2CCCC2)nc2c1CCN(Cc1coc3ccccc3c1=O)C2
    0.2	-9	6	-0.3
COc1ccc(CCNc2ccnc(Nc3ccc(-n4ccnc4)cc3)n2)cc1
    -0.2	82*	0	6.5*
Cc1cccc(NC(c2cccc(F)c2)c2ccc3ccc(C)nc3c2O)n1 (stereo unspecified)
    -0.1	2	19	-0.1
Cc1ccc(-c2c(NCCc3ccccc3)c(=O)c2=O)cc1
    -0.1	-4	0	-0.2
COC(=O)c1ccccc1NC(=O)Nc1ccc(N2CCOCC2)c2nonc12
    -0.2	0	0	1.7
CCn1c(SCC(=O)Nc2cc(NC(C)=O)ccc2OC)nnc1-c1cccnc1
    0.0	9	-2	-0.6
CCSc1ncc(-c2ccc([N+](=O)[O-])cc2)[nH]1
    -0.1	-28	7	1.8
CCn1c(C2COc3ccc(OC)cc3C2)nc2cc(F)c(-c3ccnc4[nH]ccc34)cc21 (stereo unspecified)
    -0.1	-1	58*	1.4
COc1ccc(N2CC(NC(=O)C3CCCC3)CC2=O)cc1 (stereo unspecified)
    0.0	4	12	-1.1
Cc1ccc(NC(=O)c2cc(=O)[nH]c3ccc(S(=O)(=O)N4CCOCC4)cc23)cc1
    -0.1	4	1	4.7
NC(CC(=O)O)c1ccc(Cl)c(Cl)c1 (stereo unspecified)
    -0.1	-3	3	0.9
Cc1cccc(NC(=O)c2cc(S(=O)(=O)N3CCCC3)c(C)o2)c1
    0.1	-1	1	-0.1
O=C(OCCN1C(=O)c2ccccc2C1=O)c1ccccc1Cl
    0.1	-14	-15	0.5
COc1ccc(-c2csc(=Nc3cccc(C(F)(F)F)c3)n2Cc2ccc(Cl)cc2)cc1F
    -0.1	18	6	0.6
O=C(Cn1cnc2c(nnn2-c2cccc(Cl)c2)c1=O)OCc1ccccc1
    0.0	0	2	-0.2
O=C(NC(=S)Nc1ccc(-c2nc3ncccc3o2)cc1)c1cccs1
    -0.1	-2	-11	-0.7
CCc1ccc(CN2CCc3nnc(CCc4ccccc4)n3CC2)o1
    0.0	-7	5	-0.5
CNCCC(Sc1ccccn1)c1ccccc1 (stereo unspecified)
    0.1	-1	2	-0.1
CCOC(=O)C1CCCN(c2c(N3CCN(c4ccc(OC)cc4)CC3)c(=O)c2=O)C1 (stereo unspecified)
    -0.3	-6	-6	-1.0
Cc1ccccc1CN1CCOc2ccc(C(O)c3cccnc3)cc2C1 (stereo unspecified)
    -0.1	-36	8	0.9
O=S(=O)(c1ccc(Cl)cc1)n1c(COc2ccc(Cl)cc2Cl)nc2ccccc21
    -0.1	-19	-8	-3.1
COc1ccc(NS(=O)(=O)c2ccc(F)c(F)c2F)cc1S(N)(=O)=O
    0.1	-6	4	-1.0
Cc1ccc(S(=O)(=O)N(CC(O)CN2CCCCC2)c2cccc3ccccc23)cc1 (stereo unspecified)
    -0.2	6	3	1.3
c1ccc(Nc2nc(NCc3cccnc3)c3[nH]cnc3n2)nc1
    -0.2	-19	-1	0.2
CCOC(=O)CSc1nc(C)c2cc(OC)ccc2n1
    0.0	-10	-5	-1.3
O=c1oc2ccccc2c(Cl)c1CN1CCCCC1
    0.3	0	14	-1.1
CCOc1ccc(NS(=O)(=O)c2cccc3cccnc23)cc1
    -0.1	-2	-8	0.5
O=C(O)c1ccc(/C=N/Nc2nc3ccccc3s2)cc1
    -0.1	-64	4	-8.1
COc1cc(CN2CCN(Cc3ccc4c(c3)OCO4)CC2)cc([N+](=O)[O-])c1O
    0.0	1	28	-0.8

# A second format for 4 compounds above:
> COc1nccnc1NS(=O)(=O)c1ccc(NC(=O)c2cc3ccccc3oc2=O)cc1
- FBW7 act: -0.1
- TEAD-YAP inh: -5
- MITF primary: -4
- GPR151 ag: -1.0

> Cc1ccc(CNC(=O)CN(C)c2nnc(N3CCCC3=O)s2)cc1
- FBW7 act: 0.4
- TEAD-YAP inh: -1
- MITF primary: -5
- GPR151 ag: -2.5

> Cc1ccccc1CN1CCOc2ccc(C(O)c3cccnc3)cc2C1 (stereo unspecified)
- FBW7 act: -0.1
- TEAD-YAP inh: -36
- MITF primary: 8
- GPR151 ag: 0.9

> COCCNC(=S)Nc1ccccc1C
- FBW7 act: 0.3
- TEAD-YAP inh: 10
- MITF primary: 17
- GPR151 ag: 0.0

# Returning to the listing; the 2 compounds before the break are reprinted first.
# Fields: FBW7 act	TEAD-YAP inh	MITF primary	GPR151 ag
O=C(O)c1ccc(/C=N/Nc2nc3ccccc3s2)cc1
    -0.1	-64	4	-8.1
COc1cc(CN2CCN(Cc3ccc4c(c3)OCO4)CC2)cc([N+](=O)[O-])c1O
    0.0	1	28	-0.8
Cc1ccc(N(CN2C(=O)c3ccc([N+](=O)[O-])cc3C2=O)C(=O)c2ccco2)cc1
    -0.1	-30	-5	-2.3
COc1ccccc1CNC(=O)c1ccc2cncc(-c3ccccc3)c2n1
    0.2	65*	11	-0.1
O=C(CSc1nnc2c(n1)[nH]c1ccccc12)Nc1cc(C(F)(F)F)ccc1Cl
    0.3	-3	-8	-1.5
CC1CCN(S(=O)(=O)c2cccc(S(=O)(=O)N3CCC(C)CC3)c2)CC1
    -0.3	14	0	-0.2
Fc1ccccc1C1C=C(c2ccccc2OC(F)F)Nc2ncnn21 (stereo unspecified)
    -0.1	4	2	1.2
CCCn1c(CN2CCc3nc(N4CCCC4)[nH]c(=O)c3C2)nc2ccccc21
    0.1	3	20	-1.7
Cc1c(-c2ccccc2)sc(N)c1C(=O)N1CCCCC1
    0.0	-2	7	-1.0
CCOC(=O)C1=C(C)N(C)C(=S)NC1c1ccc(OC(=O)c2ccccc2)c(OCC)c1 (stereo unspecified)
    0.3	3	14	-0.8
CCNC(=O)C(=O)Nc1ccc(OCC)cc1
    -0.1	-7	41	-0.7
COCc1cc(C)nc(N/N=C/c2ccc(C(C)C)cc2)c1C#N
    -0.1	-4	-12	-0.3
Cc1cc2c(cc1S(=O)(=O)NCc1ccc(F)cc1)OCCN2C
    0.0	-12	-3	1.9
CC(C)(C)n1nc2c(c1NC(=O)/C=C\c1ccccc1)CS(=O)C2 (stereo unspecified)
    0.0	6	5	-0.3
O=C(Nc1nccs1)c1ccc2c(c1)C(=O)N(Cc1ccccc1)C2=O
    1.0	-5	16	-1.7
COc1ccc2c(-c3cc4cc(Cl)ccc4oc3=O)cc(=O)oc2c1
    0.2	2	7	-0.1
CCOC(=O)N1CCC(N(CCOC)C(=O)Nc2ccc(CC)cc2)CC1
    -0.1	-13	-15	-0.9
O=C(CSc1nc2c(c(=O)n1-c1ccc(Br)cc1)SCC2)N1CCCC1
    0.0	-19	1	2.8
COc1ccccc1N/C=C(\C#N)c1nc(-c2ccc(OC)c(OC)c2)cs1
    0.0	-4	12	0.2
COc1ccc2c(c1)-c1c(sn(-c3ccc(Cl)c(C(F)(F)F)c3)c1=S)C(C)(C)N2
    0.1	-5	21	1.7
S=c1nc(-c2ccccc2OCc2ccccc2)[nH][nH]1
    0.0	1	-3	-1.3
Cc1ccc(S(=O)(=O)NCCCCCC(=O)N2CCCCC2)cc1
    0.0	4	7	-0.1
Cc1cc(NC(=O)c2ccccc2)ncc1NC(=O)c1ccccn1
    0.0	15	2	-5.6
CCCN1C(=O)/C(=C/c2cc(OC)c(OC)c(OC)c2)NC1=S
    0.2	-3	16	-0.3
